CHO-K1 Ca PAM = nonselective activator or artifact in parental CHO-K1 calcium assay | ATP EC20, Fluo-8 calcium fluorescence; 0% at ATP EC20, 100% at ATP max | activation, % at 3 µM | hit rate 0.02% among 360,000 | AID 602247;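 active = activation above the run cutoff, the mean activation of all test compounds plus 3 SD, cut at about 40% in these data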;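 also: peak over basal fluorescence ratio in a 140 s read after ATP addition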
TAAR1 agonist = human TAAR1 agonism. activation, % at 3 µM. CHO RD-HGA16 TAAR1, Fluo-8 calcium fluorescence; vehicle wells 0%, saturating PEA agonist 100%. AID 624467. hit rate 0.99% among 360,000;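 active = activation above the mean activation of all test compounds in the run plus 3 SD, cut at about 38% in these data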
Target sequence (Q96RJ0 whole entry, looked up): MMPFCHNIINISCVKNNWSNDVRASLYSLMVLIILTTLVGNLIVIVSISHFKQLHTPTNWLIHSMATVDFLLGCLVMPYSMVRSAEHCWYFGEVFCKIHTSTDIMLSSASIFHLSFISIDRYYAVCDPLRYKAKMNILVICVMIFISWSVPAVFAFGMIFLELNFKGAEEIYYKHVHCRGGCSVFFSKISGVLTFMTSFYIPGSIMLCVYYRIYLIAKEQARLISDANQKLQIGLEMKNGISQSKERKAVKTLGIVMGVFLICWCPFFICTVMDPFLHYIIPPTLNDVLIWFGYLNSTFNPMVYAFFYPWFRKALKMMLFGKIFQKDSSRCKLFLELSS
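System: CHO-derived RD-HGA16 cells with stable Gα16 and human TAAR1. Times: 17-24 h plating, Fluo-8 75 min 37 °C, 30 min RT. Measured by: calcium-sensitive Fluo-8 signal, excitation 470-495, emission 515-575 nm. Read-out basis: % activation relative to PEA EC100 response. Control set: DMSO and PEA EC100. Repeats: no replicates (n 1).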
M5 ag = agonists of human muscarinic M5 receptor (CHRM5); CHO-K1 hM5 cells, Fluo-8 calcium fluorescence; 0% DMSO wells, 100% maximal acetylcholine response; activation, % at 3 µM; hit rate 0.19% among 360,000;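 active = activation above the run's mean over test compounds plus 3 SD, cut at about 23% in these data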;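 also: signal is peak over basal fluorescence ratio across the kinetic read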
Target sequence (P08912 whole entry, looked up): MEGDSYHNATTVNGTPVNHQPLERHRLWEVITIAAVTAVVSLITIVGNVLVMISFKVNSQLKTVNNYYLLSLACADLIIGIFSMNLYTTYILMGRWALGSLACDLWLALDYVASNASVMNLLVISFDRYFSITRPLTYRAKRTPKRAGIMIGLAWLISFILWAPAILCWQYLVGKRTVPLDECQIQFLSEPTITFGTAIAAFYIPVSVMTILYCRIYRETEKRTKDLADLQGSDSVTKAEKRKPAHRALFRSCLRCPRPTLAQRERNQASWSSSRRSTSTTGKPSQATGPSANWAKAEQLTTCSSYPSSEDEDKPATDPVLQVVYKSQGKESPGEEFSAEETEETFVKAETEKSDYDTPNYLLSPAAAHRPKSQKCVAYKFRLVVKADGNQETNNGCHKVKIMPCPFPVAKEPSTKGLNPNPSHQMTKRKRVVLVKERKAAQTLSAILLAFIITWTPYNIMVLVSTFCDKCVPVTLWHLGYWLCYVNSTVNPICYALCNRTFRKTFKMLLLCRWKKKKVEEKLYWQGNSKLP
M5 antag = CHRM5 antagonism in calcium assay; P08912; CHO-hM5 cells, Fluo-8 calcium fluorescence, ACh EC80; inhibition, % at 3 µM; hit rate 0.59% among 360,000; AID 624040;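 active = inhibition above a per-plate cutoff, the mean of that plate's test compounds plus 3 SD, cut at about 27% in these data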;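 also: 0% = acetylcholine EC80 with DMSO and 100% = DMSO without agonist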
M4 PAM = potentiates acetylcholine response at human M4 receptor. hit rate 0.4% among 360,000. CHO-K1 hM4/Gqi5, Fluo-8 calcium fluorescence, ACh EC20; 0% = ACh EC20, 100% = maximal ACh. activation, % at 3 µM. P08173;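 active = activation above its plate's cutoff, the mean activation of sample wells plus 3 SD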; also: some results filed as inactive read as strong as hits
CRFBP-R2 block = CRF-BP/CRF-R2 complex antagonism; HEK293 CRF-R2/CRF-BP, CRF-induced calcium fluorescence; inhibition, % at 11.8 µM; hit rate 0.59% among 350,000; AID 588475;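 active = inhibition of the ligand-induced calcium signal above about 50% at the single tested concentration, limit read from the data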
CRFR2-BP ag = CRF-BP/CRF-R2 complex agonism. HEK293 CRF-R2/CRF-BP, calcium dye fluorescence (FLIPR); percent of saturating CRF peptide response. activation, % at 13.2 µM. hit rate 0.46% among 350,000. AID 588473;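 active = activation of at least 50%, plus an integration ratio under a set limit after plate pattern correction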;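 also: plate controls were neutral control wells without compound for no effect and CRF at EC100 for full effect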
CHRM5 PAM = positive allosteric modulators of human muscarinic M5 receptor. AID 624038. hit rate 0.3% among 360,000. CHO-K1 hM5, Fluo-8 calcium, ACh EC20 PAM; 0% = ACh EC20, 100% = ACh EC100. activation, % at 3 µM;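 active = activation above the run cutoff, the mean activation of all test compounds plus 3 SD, cut at about 18% in these data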
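Test system: CHO-K1 hM5 cells / Doses: single-point, 3 µM nominal / Times: Post-acetylcholine fluorescence recording 140 s / Technique: Fluo-8 calcium fluorescence / Measure: Max/basal fluorescence ratio as % of EC20–EC100 ACh window / Benchmarks: low control EC20 acetylcholine (0%), high control EC100 acetylcholine (100%) / Replicates: one well per compound, no replicates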
TAAR1 antagonist = human TAAR1 antagonism. inhibition, % at 3 µM. hit rate 1.5% among 360,000. Q96RJ0. CHO RD-HGA16 TAAR1, Fluo-8 calcium fluorescence, antagonist;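 active = inhibition above a per-plate cutoff, the mean inhibition of test compounds on that plate plus 3 SD, cut at about 49% in these data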;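 also: 0% = DMSO plus EC80 beta-PEA response and 100% = DMSO alone without agonist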
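Test system – hTAAR1-expressing CHO RD-HGA16 cells, Gα16-coupled · Also added – β-PEA at EC80 concentration, post-compound challenge · Compound – 3 µM, single point · Incubation – dye loading 75 min at 37 °C, then 30 min room temperature · Measured by – Fluo-8 intracellular calcium dye fluorescence, real-time kinetic reads · Benchmarks – vehicle and agonist controls · Replicates – singlicate, one well per test compound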
Active calls of the source: *; & = joins results of further samples.

How did O=[N+]([O-])c1ccc(N2CCN(c3ccc(O)cc3)CC2)c(Cl)c1 do in these assays?
CHO-K1 Ca PAM: 21; TAAR1 agonist: 9; M5 ag: 2; M5 antag: -3; M4 PAM: -7; CRFBP-R2 block: -8; CRFR2-BP ag: 4.2; CHRM5 PAM: 0; TAAR1 antagonist: 4

What do the screens show for `COc1ccc(C(=O)OCC(=O)NC2CC2)cc1`?
CHO-K1 Ca PAM: -5; TAAR1 agonist: 1; M5 ag: -1; M5 antag: -7; M4 PAM: 11; CRFBP-R2 block: -6; CRFR2-BP ag: -0.6; CHRM5 PAM: 2; TAAR1 antagonist: -6

What do the screens show for `O=C(NCCn1cc(SCC(=O)N2CCOCC2)c2ccccc21)c1ccccc1`?
CHO-K1 Ca PAM: 15; TAAR1 agonist: 5; M5 ag: 2; M5 antag: -3; M4 PAM: 1; CRFBP-R2 block: -11; CRFR2-BP ag: -6.4; CHRM5 PAM: -6; TAAR1 antagonist: 2

How did COc1cccc(-c2c(-c3cc(OC)cc(OC)c3)n(C)c3ccc(-c4cccc5[nH]ccc45)cc23)c1 do in these assays?
CHO-K1 Ca PAM: 2; TAAR1 agonist: 6; M5 ag: 5; M5 antag: 17; M4 PAM: 0; CRFBP-R2 block: 6; CRFR2-BP ag: 3.1; CHRM5 PAM: -19; TAAR1 antagonist: 7

Results for CCOc1ccc(CNc2nnnn2C)cc1 ?
CHO-K1 Ca PAM: 13; TAAR1 agonist: 5; M5 ag: 0; M5 antag: 2; M4 PAM: 0; CRFBP-R2 block: 4; CRFR2-BP ag: -1.3; CHRM5 PAM: -1; TAAR1 antagonist: 5

What do the screens show for `O=C(c1ccccc1Br)N1CCn2c1nc1ccccc12`?
CHO-K1 Ca PAM: 4; TAAR1 agonist: 8; M5 ag: -4; M5 antag: 15; M4 PAM: 0; CRFBP-R2 block: -9; CRFR2-BP ag: -0.7; CHRM5 PAM: -4; TAAR1 antagonist: -1

Results for CCOC(=O)c1sc(C)c2c1NC(C)(c1cccs1)NC2=O (centres undefined) ?
CHO-K1 Ca PAM: -10; TAAR1 agonist: 0; M5 ag: -5; M5 antag: -5; M4 PAM: 9; CRFBP-R2 block: -18; CRFR2-BP ag: -2.2; CHRM5 PAM: 7; TAAR1 antagonist: -6

What do the screens show for `COC(=O)C1=C(C)NC(C)=C(C(=O)OC)C1C(=O)OC(C)C(=O)c1ccccc1` (centres undefined)?
CHO-K1 Ca PAM: 7&10; TAAR1 agonist: 13&17; M5 ag: 4&-2; M5 antag: 7&12; M4 PAM: -9&-7; CRFBP-R2 block: 3&7; CRFR2-BP ag: -0.1&-0.1; CHRM5 PAM: -19&-4; TAAR1 antagonist: 41&27

How did CCN(CC)S(=O)(=O)c1cccc(-c2nnc(SCC(=O)NC)n2CCc2ccccc2)c1 do in these assays?
CHO-K1 Ca PAM: 17; TAAR1 agonist: 5; M5 ag: 0; M5 antag: 7; M4 PAM: -3; CRFBP-R2 block: 23; CRFR2-BP ag: 1.2; CHRM5 PAM: -2; TAAR1 antagonist: 0

How did O=C(NCc1ccccn1)C1CCCN(S(=O)(=O)c2cccc3nsnc23)C1 (centres undefined) do in these assays?
CHO-K1 Ca PAM: 9; TAAR1 agonist: 0; M5 ag: -3; M5 antag: -7; M4 PAM: 2; CRFBP-R2 block: 12; CRFR2-BP ag: -0.5; CHRM5 PAM: 1; TAAR1 antagonist: 11

What do the screens show for `C=CCC1(CC=C)CCCN1C(=O)CC1C(=O)NCCN1Cc1cc(OC)cc(OC)c1` (centres undefined)?
CHO-K1 Ca PAM: 7; TAAR1 agonist: -1; M5 ag: 2; M5 antag: 12; M4 PAM: -1; CRFBP-R2 block: -2; CRFR2-BP ag: 1.8; CHRM5 PAM: 1; TAAR1 antagonist: 11

What do the screens show for `COc1ccc(N2CCN(C(=O)C(=O)c3cc(OC)c4ccccc4c3)CC2)cc1`?
TAAR1 agonist: 0; M5 ag: 5; M5 antag: -4; M4 PAM: -11; CHRM5 PAM: -7; TAAR1 antagonist: 3

What do the screens show for `Nc1nnc(SCc2ccc3c(c2)OCO3)s1`?
CHO-K1 Ca PAM: 4; TAAR1 agonist: 9; M5 ag: 1; M5 antag: 4; M4 PAM: 7; CRFBP-R2 block: -27; CRFR2-BP ag: -0.4; CHRM5 PAM: -11; TAAR1 antagonist: 0

Results for Cc1cc(C)n2nc[n+](C)c2n1 ?
CHO-K1 Ca PAM: 15; TAAR1 agonist: 9; M5 ag: 1; M5 antag: 1; M4 PAM: 1; CRFBP-R2 block: -22; CRFR2-BP ag: -0.5; CHRM5 PAM: -4; TAAR1 antagonist: -16

How did CCOc1cc(/C=C/C(=O)OCC(=O)NCC2CCCO2)cc(Cl)c1OC (centres undefined) do in these assays?
CHO-K1 Ca PAM: 20; TAAR1 agonist: 0; M5 ag: 0; M5 antag: 6; M4 PAM: 1; CRFBP-R2 block: -2; CRFR2-BP ag: -3.0; CHRM5 PAM: -1; TAAR1 antagonist: -1

Brought forward from above: two compounds, followed by the next part.
Results for Cc1cc(C)n2nc[n+](C)c2n1 ?
CHO-K1 Ca PAM: 15; TAAR1 agonist: 9; M5 ag: 1; M5 antag: 1; M4 PAM: 1; CRFBP-R2 block: -22; CRFR2-BP ag: -0.5; CHRM5 PAM: -4; TAAR1 antagonist: -16

How did CCOc1cc(/C=C/C(=O)OCC(=O)NCC2CCCO2)cc(Cl)c1OC (centres undefined) do in these assays?
CHO-K1 Ca PAM: 20; TAAR1 agonist: 0; M5 ag: 0; M5 antag: 6; M4 PAM: 1; CRFBP-R2 block: -2; CRFR2-BP ag: -3.0; CHRM5 PAM: -1; TAAR1 antagonist: -1

What do the screens show for `CC1CC2(CCCC2)N(C(=O)N(C)C)c2ccc(F)cc21` (centres undefined)?
CHO-K1 Ca PAM: -1; TAAR1 agonist: 2; M5 ag: -3; M5 antag: -1; M4 PAM: 0; CRFBP-R2 block: -3; CRFR2-BP ag: 0.2; CHRM5 PAM: 2; TAAR1 antagonist: -4

What do the screens show for `Cc1oc(-c2ccccc2Cl)nc1CS(=O)CC(=O)NCc1ccco1` (centres undefined)?
CHO-K1 Ca PAM: -12; TAAR1 agonist: 0; M5 ag: -4; M5 antag: -13; M4 PAM: 4; CRFBP-R2 block: -2; CRFR2-BP ag: -0.3; CHRM5 PAM: 9; TAAR1 antagonist: -5

What do the screens show for `COc1ccccc1C(=O)Nc1cc2ccccc2oc1=O`?
CHO-K1 Ca PAM: 16; M5 ag: -5; M5 antag: -4; M4 PAM: 4; CRFBP-R2 block: 1; CRFR2-BP ag: 2.0; CHRM5 PAM: 3

How did Cc1c(NS(=O)(=O)c2ccc(N3CCCCC3)c([N+](=O)[O-])c2)c(=O)n(-c2ccccc2)n1C do in these assays?
CHO-K1 Ca PAM: 21; TAAR1 agonist: 0; M5 ag: -1; M5 antag: 5; M4 PAM: 6; CRFBP-R2 block: 6; CRFR2-BP ag: -0.6; CHRM5 PAM: -4; TAAR1 antagonist: -28

Results for CCOC(=O)N1CCC(NC(=O)CN2C(=O)COc3ccc(C(C)(C)C)cc32)CC1 ?
CHO-K1 Ca PAM: 10; TAAR1 agonist: 0; M5 ag: 2; M5 antag: 7; M4 PAM: 3; CRFBP-R2 block: -10; CRFR2-BP ag: -0.4; CHRM5 PAM: -2; TAAR1 antagonist: -8

What do the screens show for `O=C(O)C(=Cc1ccc([N+](=O)[O-])cc1)CCc1ccccc1`?
CHO-K1 Ca PAM: 6; TAAR1 agonist: 0; M5 ag: -1; M5 antag: 5; M4 PAM: 1; CRFBP-R2 block: 3; CRFR2-BP ag: -0.8; CHRM5 PAM: -5; TAAR1 antagonist: 12

What do the screens show for `COc1ccc(C(=O)C(c2ccccc2)N2CCOCC2)cc1` (centres undefined)?
CHO-K1 Ca PAM: 12; TAAR1 agonist: -3; M5 ag: 0; M5 antag: 2; M4 PAM: 6; CRFBP-R2 block: -7; CRFR2-BP ag: -1.6; CHRM5 PAM: 2; TAAR1 antagonist: 5

How did C=CCn1c(Cc2c[nH]c3ccccc23)n[nH]c1=S do in these assays?
CHO-K1 Ca PAM: 7; TAAR1 agonist: 1; M5 ag: 4; M5 antag: 4; M4 PAM: 3; CRFBP-R2 block: 1; CRFR2-BP ag: -0.8; CHRM5 PAM: -3; TAAR1 antagonist: -14

How did Cc1c(NS(=O)(=O)c2cc(C(=O)NCC3CCCO3)cc(Cl)c2Cl)c(=O)n(-c2ccccc2)n1C (centres undefined) do in these assays?
CHO-K1 Ca PAM: 7; TAAR1 agonist: 0; M5 ag: 2; M5 antag: 9; M4 PAM: 7; CRFBP-R2 block: 7; CRFR2-BP ag: -0.9; CHRM5 PAM: 6; TAAR1 antagonist: -14

What do the screens show for `CCOC(=O)N(C)c1c(CC)nc2c(OCc3ccccc3C(=O)OC)cccn12`?
CHO-K1 Ca PAM: -3; TAAR1 agonist: 1; M5 ag: -1; M5 antag: 8; M4 PAM: -5; CHRM5 PAM: -4; TAAR1 antagonist: -20

Results for CCOC(=O)C(=O)NNc1ccc(F)cc1 ?
CHO-K1 Ca PAM: 8; TAAR1 agonist: 4; M5 ag: 4; M5 antag: -1; M4 PAM: -1; CRFBP-R2 block: 9; CRFR2-BP ag: -0.8; CHRM5 PAM: 7; TAAR1 antagonist: -30

Results for CCCCN(C(=O)CSc1nnc(-c2ccccc2)o1)c1c(N)n(CCC)c(=O)[nH]c1=O ?
CHO-K1 Ca PAM: 12; TAAR1 agonist: 1; M5 ag: 0; M5 antag: 2; M4 PAM: 7; CRFBP-R2 block: 7; CRFR2-BP ag: -0.5; CHRM5 PAM: 6; TAAR1 antagonist: 2

How did CC(=O)c1cccc(NC(=O)CSc2nc(C3CC3)nc3ccccc23)c1 do in these assays?
CHO-K1 Ca PAM: -5; TAAR1 agonist: 2; M5 ag: 0; M5 antag: 20; M4 PAM: -6; CRFBP-R2 block: 10; CRFR2-BP ag: -1.1; CHRM5 PAM: -12; TAAR1 antagonist: 13

What do the screens show for `CCCCc1ccc(NC(=O)CN2NS(=O)(=O)c3ccccc3C2=O)cc1`?
CHO-K1 Ca PAM: 15; TAAR1 agonist: 1; M5 ag: -3; M5 antag: 21; M4 PAM: 8; CRFBP-R2 block: -13; CRFR2-BP ag: -0.2; CHRM5 PAM: -11; TAAR1 antagonist: 11

Results for O=C(NCc1cccnc1)Nc1ccccc1C(F)(F)F ?
CHO-K1 Ca PAM: -5; TAAR1 agonist: 0; M5 ag: -4; M5 antag: 10; M4 PAM: 1; CRFBP-R2 block: 12; CRFR2-BP ag: 0.4; CHRM5 PAM: 4; TAAR1 antagonist: -9

Results for CC1Cc2nc(SCC(=O)NC3CCCCC3)n(C)c(=O)c2S1 (centres undefined) ?
CHO-K1 Ca PAM: 15; TAAR1 agonist: 2; M5 ag: 3; M5 antag: -7; M4 PAM: 8; CRFBP-R2 block: -4; CRFR2-BP ag: 1.2; CHRM5 PAM: -3; TAAR1 antagonist: -2

Screens: PubChem BioAssay, several laboratories
